# MITF act – activators of MITF-driven TRPM1 promoter activity in SK-MEL-5 cells | SK-MEL-5 TRPM1-promoter luciferase, 24 h; % of positive control, neutral wells = 0 | activation, % at 12.5 µM | 300,000 compounds, 0.75% hits | AID 588334;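 active = mean activation of at least 80% with every replicate also reaching 80%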;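 note: 0% = neutral control wells and 100% = parthenolide positive control wells; values of inactives mirror those of a sister screen read the other way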
# V-ATPase pH – alters yeast V-ATPase proton transport | S. cerevisiae, pHLuorin cytosolic pH fluorescence | response, % at 10 µM | 350,000 compounds, 0.37% hits; in the data active = response mostly above about 7.3%, no sharp cut-off; inactive = mostly below about 5.4%; note: actives read high; inactives centre near 0; some compounds called inactive have numbers as strong as hits; reference of the scale not given here
# NSD2 inh – blocks human histone methyltransferase NSD2. 310,000 compounds, 0.54% hits. NSD2 peptide methylation, AlphaScreen, 120 min. inhibition, % at 12.5 µM. O96028; in the data active = inhibition above about 50%
# SR-BI HDL uptake – inhibitors of mouse SR-BI mediated HDL lipid uptake | Q61009 | 320,000 compounds, 0.96% hits | inhibition, % at 12.5 µM | ldlA[mSR-BI] CHO cells, DiI-HDL uptake fluorescence, 3 h | AID 488896;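 active = mean replicate inhibition of at least 70% and a set share of replicates each scoring 70 or more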;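 note: 0% = median of neutral control wells and 100% = median of positive control wells; values of inactives mirror those of a sister screen read the other way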
# Target sequence (Q61009 whole entry, looked up): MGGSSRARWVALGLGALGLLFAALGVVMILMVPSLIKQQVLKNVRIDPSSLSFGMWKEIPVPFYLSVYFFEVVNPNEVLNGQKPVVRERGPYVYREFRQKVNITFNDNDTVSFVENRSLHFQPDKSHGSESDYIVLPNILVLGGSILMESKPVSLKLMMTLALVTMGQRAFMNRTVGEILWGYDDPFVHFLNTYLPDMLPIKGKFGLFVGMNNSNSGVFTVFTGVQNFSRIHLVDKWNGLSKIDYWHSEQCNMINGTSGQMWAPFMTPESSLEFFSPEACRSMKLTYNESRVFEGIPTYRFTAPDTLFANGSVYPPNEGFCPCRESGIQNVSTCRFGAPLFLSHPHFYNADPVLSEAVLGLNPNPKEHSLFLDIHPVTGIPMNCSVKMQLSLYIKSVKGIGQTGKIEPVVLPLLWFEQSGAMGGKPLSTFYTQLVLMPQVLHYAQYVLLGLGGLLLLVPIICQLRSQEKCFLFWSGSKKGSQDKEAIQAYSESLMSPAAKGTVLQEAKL
# HTR5A inv ag – counter-screen for OPRM1-OPRD1 inverse agonists: human HTR5A inverse agonism. P47898. HTR5A cell line, luminescence. inhibition, % at 9.3 µM. 340,000 compounds, 0.083% hits. AID 504634; in the data active = inhibition mostly above about 23%, no sharp cut-off; inactive = mostly below about 18%;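 note: 0% = cells with DMSO and 100% = no-cell wells with DMSO; some compounds called inactive have numbers as strong as hits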
# Target sequence (P47898 whole entry, looked up): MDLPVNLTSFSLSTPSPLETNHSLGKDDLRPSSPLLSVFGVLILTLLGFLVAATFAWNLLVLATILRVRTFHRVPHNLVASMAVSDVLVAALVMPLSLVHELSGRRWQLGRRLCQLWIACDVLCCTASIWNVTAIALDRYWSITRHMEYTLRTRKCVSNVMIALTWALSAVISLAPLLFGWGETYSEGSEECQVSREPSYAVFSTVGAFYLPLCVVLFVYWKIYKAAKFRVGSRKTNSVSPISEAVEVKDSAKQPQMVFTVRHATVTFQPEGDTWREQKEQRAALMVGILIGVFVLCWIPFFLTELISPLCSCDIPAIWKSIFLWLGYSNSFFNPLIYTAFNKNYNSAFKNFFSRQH
# HTR5A ag – counter-screen for OPRM1-OPRD1 agonists: human HTR5A agonism; activation, % at 9.3 µM; HTR5A agonist assay, luminescence, cell-based; 340,000 compounds, 0.61% hits; P47898; in the data active = activation mostly above about 9.5%, no sharp cut-off; inactive = mostly below about 7.6%;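 note: 0% = cells with vehicle only and 100% = reference agonist; strong numbers were not always called active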
# dFosB activator – activators of mouse delta FosB homodimer; P13346; purified delta FosB, TAMRA-CDK5 oligo fluorescence polarization; percent of positive-control signal above neutral wells; activation, % at 25 µM; 340,000 compounds, 0.99% hits; AID 493131;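 active = mean activation above about 17%, with every replicate also reaching it, limit read from the data, passing the limit was not always enough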;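 note: fluorescence polarization rise as delta FosB binds a TAMRA Cdk5 AP-1 oligo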
# CDK5 p35 inh – inhibitors of human CDK5/p35 kinase; Q00535+Q15078; Recombinant CDK5/p35, ADP-Glo luminescence, 60 min; inhibition, % at 10 µM; 330,000 compounds, 0.01% hits;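 active = highest replicate inhibition of at least 50% and at least 75% of replicates reaching 50%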;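 note: plate controls were DMSO neutral control for no effect and GW8510 at 10 µM for full effect; many of its hits are not listed in these tables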
# PvdQ inh – blocks Pseudomonas aeruginosa PvdQ acylase activity; purified PvdQ acylase, fluorescence plate reader; inhibition, % at 10 µM; 340,000 compounds, 0.063% hits; AID 488965; in the data active = inhibition above about 30%, passing the limit was not always enough;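 note: 0% = vehicle neutral wells and 100% = reference inhibitor wells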
# Wnt act – activates Wnt/beta-catenin signaling in a reporter cell assay; activator, plate reader; 300,000 compounds, 1.2% hits; activation, % at 9.35 µM; AID 743398; in the data active = activation above about 30%, passing the limit was not always enough;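 note: 0% = neutral control wells and 100% = positive control wells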
# * = called active by the depositor; . = not tested or not shown.
# Order of results: HTR5A ag, PvdQ inh, V-ATPase pH, Wnt act, MITF act, NSD2 inh, dFosB activator, HTR5A inv ag, CDK5 p35 inh, SR-BI HDL uptake
O=S(=O)(Cc1ccccc1Cl)NCCc1ccc(F)cc1
 : 1, -7, 1, -2, 23, -6, -4, -3, -0.5, 13
COc1ccc(/C=C/C(=O)Nc2c(C)nn(C)c2C)cc1COc1ccc(Br)cc1
 : 8, -14, 1, -12, ., ., 22*, -25, -1.3, 6
Cc1ccccc1NC(=S)NNc1ncc(C(F)(F)F)cc1Cl
 : -7, -8, -6, -2, -12, 4, -4, 26, 0.2, -16
CC1CCC(NC(=O)c2ccc(NC(=O)CC3SC(N4CCCC4)=NC3=O)cc2)CC1 (centres undefined)
 : 0, -13, -4, 28, 76, 3, -4, -3, -2.6, -6
O=C1c2ccccc2-c2nnc(-c3ccc(O)cc3)cc21
 : -2, -5, 3, -1, 20, 2, -5, -7, 1.9, -16
O=C(NCCCn1ccnc1)c1cc(S(=O)(=O)N2CCOCC2)ccc1F
 : 2, -2, 0, -3, 6, -2, -10, 2, -2.2, -20
O=C(CSc1nnc(CCc2ccccc2)n1-c1ccc(Cl)cc1)NCc1ccccc1
 : -2, -5, -2, -7, -16, 2, -14, 1, 0.3, 19
O=C(c1nc2ccc(Cl)cn2c1CN1CCCC1)N1CCc2ccccc2C1
 : 4, -14, -1, -1, -12, 1, -14, -16, ., -13
CC1CCN(S(=O)(=O)c2ccc(S(=O)(=O)NCC(=O)C(C)(C)C)cc2)CC1
 : 8, -6, 0, ., 15, -2, -11, -4, 0.4, -23
CC(C)(C)c1ccc(C(=O)N2CCC(C(=O)N3CCCCC3)CC2)cc1
 : 5, -7, 3, 0, 0, -1, -7, -19, -0.3, 10
COc1ccccc1C(=O)NC(CCSC)C(=O)NCCCSc1ccccc1 (centres undefined)
 : 1, -7, 3, -8, -2, 2, -4, 0, -0.4, 28
Cc1ccc(Cl)cc1N1CCN(S(=O)(=O)c2c(C)[nH]c(C)c2C(=O)N2CCCCC2)CC1
 : -4, -18, -1, -2, -5, 3, -8, 26, 0.4, -4
CC(C)(C)SCCNC(=O)CSCc1ccc([N+](=O)[O-])cc1
 : 0, 6, -2, 2, 9, ., 5, 3, -1.3, -1
O=C(NN1CC(C(=O)OCc2ccc(Cl)cc2Cl)CC1=O)c1ccccc1 (centres undefined)
 : 2, -16, -1, -3, 1, 4, -5, -5, -2.3, 8
COc1ccc(C(=O)Nc2ccc(Cl)c(Cl)c2)c(OC)n1
 : 8, -5, -5, 16, 46, -5, -5, -22, 0.8, 7

# Some of these compounds in order of the MITF act value, highest first.
SMILES | MITF act
CC(C)(C)SCCNC(=O)CSCc1ccc([N+](=O)[O-])cc1 | 9
O=C(NCCCn1ccnc1)c1cc(S(=O)(=O)N2CCOCC2)ccc1F | 6
COc1ccccc1C(=O)NC(CCSC)C(=O)NCCCSc1ccccc1 (centres undefined) | -2
Cc1ccc(Cl)cc1N1CCN(S(=O)(=O)c2c(C)[nH]c(C)c2C(=O)N2CCCCC2)CC1 | -5

# (list continues)
# Order of results: HTR5A ag, PvdQ inh, V-ATPase pH, Wnt act, MITF act, NSD2 inh, dFosB activator, HTR5A inv ag, CDK5 p35 inh, SR-BI HDL uptake
COc1ccc(C(=O)CCS(=O)(=O)c2ccc(C)cc2)cc1
 : 1, -3, -3, 2, 0, 3, 3, -4, -0.6, 0
O=C1NC(=S)N/C1=C/c1cccnc1
 : 2, -12, -3, 4, 2, -1, -1, -4, 3.6, -3
Cc1nc2ccccc2c(=O)n1NC(=O)c1ccccc1
 : -1, -14, -1, 3, ., -3, 0, -9, -0.3, -5
COc1cccc(OC)c1OCCN1CCN(C(=O)c2ccco2)CC1
 : 1, -13, 4, -3, ., -4, -3, -24, 0.1, 5
NC(=O)C(=O)N/N=C1\CCc2ccccc21
 : 2, 4, 1, 33*, 29, -1, -5, -6, -0.8, -11
COc1ccc(CCNC(=O)CNC(=O)c2nn(-c3ccc(OC)c(OC)c3)c(=O)c3ccccc23)cc1OC
 : 3, -6, 2, 0, 18, -7, -1, -9, -1.3, .
COc1cc(C(=O)Nc2ccc(-n3cnnn3)c(C)c2)cc(OC)c1OC
 : -1, 4, -5, ., 1, -1, -13, 15, -0.8, 60
Cn1c(=O)n(CCc2ccccc2)c(=O)c2c1ncn2Cc1ccccc1
 : -1, -1, -2, ., -10, -1, -16, 12, 1.0, 3
COc1ccc(NC(=O)c2cccc(NS(=O)(=O)c3ccccc3)c2)cc1
 : 1, -11, 0, 0, ., 3, -1, 1, 0.3, 29
CC(O)[C@H]1CNCCN1CC1(c2ccccc2)CC1 (some centres undefined)
 : -2, -16, 2, 0, 4, ., -9, 4, 0.7, -14
CSc1nc(N)nc(SCC(=O)CC(=O)OC(C)C)c1C#N
 : -4, -15, 2, -7, 2, 1, -7, 11, -1.2, -2
COc1ccc(CN2CCCCCC2)cc1
 : 0, 2, 5, 0, -5, 3, -2, 1, 0.4, -3
O=C(O)CN1C(=O)/C(=C/C=C/c2ccccc2)SC1=S
 : -2, -4, -1, 49*, 4, 8, -1, -11, -1.7, -32
O=C(NCC1CCCO1)C1CCN(S(=O)(=O)c2cccc3nonc23)CC1 (centres undefined)
 : 1, -16, 6, -3, ., ., -1, -2, 1.1, -13
COc1cccc(NC(=O)CN(C)C(=O)CN2C(=O)NC3(CCCC3)C2=O)c1
 : -8, -19, -1, 2, -6, -3, -4, 21, 1.6, -3
Cc1nc2nc(-c3cccnc3)[nH]n2c(=O)c1Cc1ccccc1
 : -3, -10, 3, -3, -5, 2, -5, 8, -2.2, 9
c1nc(NC2CCCCC2)c2[nH]cnc2n1
 : -3, 5, 1, 7, ., 0, -2, 1, 8.4, 6
O=C(CCN1C(=O)/C(=C/c2ccc3c(c2)OCO3)SC1=S)Nc1ccc(C(=O)O)cc1
 : -2, 1, -2, 2, 12, 1, -5, 7, -0.3, 2
COc1cccc(-c2ccc3c(c2)C2CC3CCN2C(=O)c2ccc(Cl)cc2)c1 (centres undefined)
 : 1, -16, 0, 0, 9, ., -3, -4, 1.2, 11
O=C(Cn1nc(-c2ccccc2)c2ccccc2c1=O)NCCO
 : 0, -20, -2, 4, -10, 1, -11, -2, -0.5, -7
CC(=O)Nc1cccc(NC(=O)C2C3C=CC(C3)C2C(=O)O)c1 (centres undefined)
 : 5, -10, -2, 3, -12, 0, -1, -18, 2.5, -6
CCCCOc1ccc(C(=O)N2CCN(c3ncccn3)CC2)cc1
 : 3, 0, -2, 1, 14, -3, -2, -10, 0.0, -7
COc1ccc(CCNC(=O)c2ccc(CS(=O)Cc3ccc(Cl)cc3)o2)cc1OC (centres undefined)
 : -1, -12, 3, -3, -3, 0, -5, -4, 1.9, 17
CCOC(=O)c1sc(=S)n(-c2cc(OC)ccc2OC)c1N
 : 0, -13, 3, ., 5, 1, 3, -1, 1.1, -1
CNC(=S)N(Cc1cccs1)Cc1cc2cc(OC)c(OC)cc2[nH]c1=O
 : 0, -16, -1, 2, 15, -1, -3, 2, -0.6, 20
COc1ccc(Br)cc1CNc1ccc(O)cc1
 : -6, -12, 0, 15, -7, -1, -14, 6, 0.2, .
COc1cccc(/C=N/NC(=O)CNC(=O)/C=C\c2ccccc2)c1O
 : 2, -11, 7, -3, -53, 7, 58*, 26, -1.4, -4
CCC1(N(C(C)=O)c2ccc(OC)cc2)C(=O)c2ccccc2C1=O
 : 7, -5, 1, ., 3, 2, -2, -18, 1.8, -37
Cc1ccc(S(=O)(=O)c2cc(C)cc(S(=O)(=O)Nc3ccc(C(=O)O)cc3)c2C)cc1
 : 4, -9, -2, 1, ., -2, 3, -10, -2.0, .
COC(=O)c1cn(NC(=O)c2cccc(OC)c2)c(=O)c2ccccc12
 : 4, -19, -2, -1, ., 21, -3, -20, 0.3, 28

# In a second layout: 3 of the compounds above
SMILES,HTR5A ag,PvdQ inh,V-ATPase pH,Wnt act,MITF act,NSD2 inh,dFosB activator,HTR5A inv ag,CDK5 p35 inh,SR-BI HDL uptake
CNC(=S)N(Cc1cccs1)Cc1cc2cc(OC)c(OC)cc2[nH]c1=O,0,-16,-1,2,15,-1,-3,2,-0.6,20
COc1ccc(Br)cc1CNc1ccc(O)cc1,-6,-12,0,15,-7,-1,-14,6,0.2,.
COc1cccc(/C=N/NC(=O)CNC(=O)/C=C\c2ccccc2)c1O,2,-11,7,-3,-53,7,58*,26,-1.4,-4

# The listing continues:
# Order of results: HTR5A ag, PvdQ inh, V-ATPase pH, Wnt act, MITF act, NSD2 inh, dFosB activator, HTR5A inv ag, CDK5 p35 inh, SR-BI HDL uptake
O=C(Nc1ccc(Cl)c(Cl)c1)OCc1cccnc1
 : 5, -1, -1, 18, 86*, -1, -3, -7, -0.1, 21
CCC(C)[C@H](N)c1nnc(SCC(=O)Nc2cccc(Cl)c2)o1 (some centres undefined)
 : -2, -4, -2, 1, ., -3, -3, 13, 0.0, -2
Cc1sc2ncnc(Nc3ccc(N4CCOCC4)cc3)c2c1-c1ccccc1
 : 5, -23, 0, -5, -3, ., -17, -11, -5.2, 76*
CCOc1ncccc1C(=O)OCCCC(=O)c1ccc(Br)cc1
 : 5, 7, 1, -1, ., -10, 2, -14, 1.3, 0
O=C(CNC(=O)c1ccccc1Br)NCC(c1ccco1)N1CCCCC1 (centres undefined)
 : 1, 4, 10, -3, 11, 0, -1, -4, 1.3, 47
CCNC(=S)Nc1cc(OCC)c(NC(=O)c2cccs2)cc1OCC
 : 4, -8, 0, ., 1, -2, -6, -13, -1.6, 12
N#CC(C(=S)Nc1ccccc1)c1nc2ccccc2[nH]1 (centres undefined)
 : 3, -6, -3, 7, -23, 2, -3, -8, -0.2, 69
CCC(C)Sc1cc(C(F)(F)F)c(C(=O)Nc2ccc(Cl)cc2)cn1 (centres undefined)
 : 6, -15, 2, 0, 7, 5, -1, -2, 1.0, 15
Cc1ccccc1-n1ncc2c1CC(C)(C)CC2NC(=O)CN1CCCC1=O (centres undefined)
 : 3, -3, -2, -1, -9, 1, -1, 8, -1.1, -6
CC(C)C(NC(=O)c1ccccc1F)C(=O)NCCc1ccccn1 (centres undefined)
 : 0, -1, -1, -4, 10, -2, -5, 0, 1.3, -9
CCOC(=O)Cc1c(C)nc2cc(-c3ccc(C)cc3)[nH]n2c1=O
 : 5, -11, 4, ., ., ., -14, -5, 2.3, 3
Cc1ccc(C)c(NC(=O)CCC(=O)NNS(=O)(=O)c2ccc(Cl)cc2)c1
 : -2, -9, 1, -2, 5, 0, 23*, 4, -2.6, 0
COc1c(C)cc(C(=O)C2CCCN(C(=O)C3=C(C)OCCO3)C2)cc1C (centres undefined)
 : 4, -24, 2, 0, -12, -1, -16, 16, -5.8, .
COc1ccc(NC2CCCN(C(=O)c3c(C)noc3C)C2)cc1 (centres undefined)
 : 12, 6, -5, -3, 5, 3, -5, -30, 0.7, -4

# Bioassay records as filed in PubChem BioAssay.
